Compound activity from PubChem BioAssay.
TDP1 cell noCPT = qHTS for Inhibitors of human tyrosyl-DNA phosphodiesterase 1 (TDP1): qHTS in cells in absence of CPT; AID 686978, 2013; Potency, µM (titrated, usually from 46.2 µM), for the others: top-dose activity change, negative = growth inhibition, usual class: inhibitors; DT40 Tdp1-/- hTDP1 cells, no CPT, ATP luminescence, 48 h; actives 15% (n = 420,000); active means well fitted inhibition curve with a large enough effect; inconclusive means small, poorly fitted or top-dose-only effect; further: nearly all actives have a fitted effect of over 55% in size
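Compound effects on proliferation are scored in DT40 Tdp1-/-;hTDP1 cells in the absence of CPT. ATP levels (CellTiter-Glo luminescence) are recorded after a ≥48 hr, 37 °C incubation.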
* hit, by the source's call; ? = inconclusive; [ ] = dose if it differs, or a comment. On the % scale 0 is the no-effect control and ±100 the full control effect; potency means the concentration at half of the fitted maximal effect. A portion of the library, so the mix of outcomes need not match the whole.

SMILES	TDP1 cell noCPT
COC(=O)c1ccc2nc(-c3ccc(OC)c(OC)c3)c(Cc3ccccc3OC)n2c1	?
COc1ccc(OC)c(NC(=O)C2(C)CCN2C(=O)CC2CC2)c1 (configuration not stated)	?
CC(C)C(NC(=O)C1(NC(=O)OCc2ccccc2)CCCC1)C(=O)O (configuration not stated)	-10%
CCOC(=O)[C@]12CCC=C1N(CCC1=CCCCC1)C(=O)[C@H](CC(=O)NCc1cccc3ccccc13)C2	?
CCN1C[C@@H]2[C@@H]3C(=O)N(Cc4ccccc4)C(=O)[C@@H]3[C@](CC)(C1=O)N2C(=O)c1ccc(F)cc1	-11%
COc1cc(NC(=O)CCl)ccc(=O)c1	18µM*
N#CC(c1ccc(Cl)cc1)c1c(Cl)cc(-n2ncc(=O)[nH]c2=O)cc1Cl (configuration not stated)	0%
Cc1cc(C)n(-c2cccc(C(=O)NCC3Cc4cccc(-c5cccnc5)c4O3)c2)n1 (configuration not stated)	15µM*
CCc1cc(=O)oc2cc(C)c3c(-c4ccc(F)cc4)coc3c12	-29%
O=C(Nc1cccc(Oc2ccccc2)c1)c1ccc(-n2cncn2)c2ccoc12	?
O=C(NCCCCc1ccccc1)c1cccc(NC(=O)C2CCC2)c1	-30%
COC(=O)[C@@]12C[C@@H](CC(=O)NCCC(C)C)C(=O)N(Cc3ccc4c(c3)OCO4)C1=CCC(C)(C)C2	18µM*
OC1(c2ccc3c(c2)CN(Cc2ccccn2)CCO3)CCN(c2ccccc2F)CC1	?
CC(=O)Nc1ccc(-c2ccnc3c2CC(C(=O)Nc2ccc(Cl)c(C(F)(F)F)c2)O3)cc1 (configuration not stated)	?
COc1ccc(-c2nc3c(C)cc(Br)cn3c2Cc2cccc(Cl)c2)cc1OC	?
COC(=O)CN1C(=O)[C@@H]2[C@H](C1=O)[C@@H]1CC(C(=O)OC)=C[C@@H](C(=O)OC)[C@@H]3C1=C(C(=O)[C@@]3(C)NC(=O)c1ccccc1)[C@@H]2C	9%
CCCS(=O)(=O)NC(=O)C1(C)CCCN(C(=O)c2cccc(Cl)c2)C1 (configuration not stated)	-12%
COc1ccccc1-c1ccc(C(=O)N2CCC(N3CCc4ccccc4C3)CC2)c(N(C)CC2COCCO2)n1 (configuration not stated)	-5%
Cc1cnc(SCc2ccccn2)nc1C1CCCN(C(=O)c2ccc3c(c2)OCCO3)C1 (configuration not stated)	-7%
Cc1ccc(F)cc1C(=O)N1CCCCC1c1cc(C(=O)Nc2cccc(C#N)c2)no1 (configuration not stated)	21µM*
COC(=O)C1CCN(Cc2ccc3c(c2)CN(C(=O)C(C)N2CCOCC2)CCO3)CC1 (configuration not stated)	-1%
COc1cc(OC)c(/C=C/c2ccc3ccccc3n2)c(OC)c1	0.1µM*
COc1c(C)cc(C(O)c2ncc(-c3ccccc3F)[nH]2)cc1C (configuration not stated)	?
COc1cccc(OC)c1C(=O)N1CCN(Cc2c[nH]c3ccccc23)CC1	-28%
CCOc1ccc(CCN2C(=O)C(=O)N([C@@H](CC(C)C)CN3CCC[C@@H]3CN3C(=O)C(=O)NC[C@@H]3Cc3ccccc3)C[C@@H]2Cc2ccc(O)cc2)cc1	?
CC(C)(C)C(=O)c1c(N)[nH]c(C(=O)c2ccccc2)c1-c1ccc(Cl)cc1	?
Cc1ccc(-c2nn(CC(=O)Nc3cccc(C(F)(F)F)c3)c(=O)c3ccccc23)cc1	?
COc1ccc(-c2cc(C(=O)NC3CCCC3)c3ccccc3n2)cc1OC	15µM*
COC(=O)c1cn([C@H]2C[C@@H](C(=O)N3CCCCCC3)N(Cc3ccsc3)C2)nn1	-15%
C(=C\c1ccnc2ccccc12)/c1cc2c3c(c1)CCCN3CCC2	2µM*
O=C(O)c1cc([N+](=O)[O-])ccc1-c1ccc([N+](=O)[O-])cc1C(=O)O	3%
COc1ncnc2c1ncn2CCCNc1ccc(C)c(C)c1	13µM*
CC(C)C[C@H]1COc2cccc(N(C)CCO)c2S(=O)(=O)N1	2%
O=C(O)C12C3CCC(O3)C1(C(=O)O)C1CCC2O1 (configuration not stated)	-3%
CCOc1ccc2c(c1)C(=NNC(=O)c1ccccn1)c1cc(OCC)ccc1-2	?
Cc1cc2c(cc1C)NC(CC(=O)Nc1ccccc1SC(F)(F)F)C(=O)N2 (configuration not stated)	16µM*
O=C(Nc1cc(S(=O)(=O)N2CCOCC2)ccc1N1CCOCC1)c1cccc(Cl)c1	?
COc1ccc(Cc2nc3ccc(C(=O)NCc4cccc(C)n4)cc3o2)cc1OC	?
C#CCNC(=O)C[C@@H]1C[C@@]2(C(=O)OC)CCCCC=C2N(Cc2ccc3c(c2)OCO3)C1=O	?
CCC(=O)N1CCCC1(C)C(=O)Nc1cc(OC)ccc1OC (configuration not stated)	-11%

The last seven records of the part above lead into the next.
SMILES	TDP1 cell noCPT
O=C(O)C12C3CCC(O3)C1(C(=O)O)C1CCC2O1 (configuration not stated)	-3%
CCOc1ccc2c(c1)C(=NNC(=O)c1ccccn1)c1cc(OCC)ccc1-2	?
Cc1cc2c(cc1C)NC(CC(=O)Nc1ccccc1SC(F)(F)F)C(=O)N2 (configuration not stated)	16µM*
O=C(Nc1cc(S(=O)(=O)N2CCOCC2)ccc1N1CCOCC1)c1cccc(Cl)c1	?
COc1ccc(Cc2nc3ccc(C(=O)NCc4cccc(C)n4)cc3o2)cc1OC	?
C#CCNC(=O)C[C@@H]1C[C@@]2(C(=O)OC)CCCCC=C2N(Cc2ccc3c(c2)OCO3)C1=O	?
CCC(=O)N1CCCC1(C)C(=O)Nc1cc(OC)ccc1OC (configuration not stated)	-11%
Nc1c(Cl)cc(-c2csc(N3CCCC3c3nc4cc(Cl)c(N5CCCCC5)cc4n3CCOCCO)n2)cc1Cl (configuration not stated)	?
CCC(C)c1ccccc1N1CC(C(=O)N2CCN(c3ccccc3)CC2)CC1=O (configuration not stated)	23µM*
COC(=O)[C@]12CCCCC=C1N(CCC1=CCCCC1)C(=O)[C@H](CC(=O)NCc1cccc3ccccc13)C2	?
COCCNC(=O)/C(C#N)=C1\N=C(NC(=O)c2ccco2)c2ccccc21	?
CC(=O)Nc1ccc(NC(=O)C2(C)Cc3c(-c4ccccc4)ccnc3O2)cc1 (configuration not stated)	-28%
O=c1c2ccccc2ncn1-c1cccc([N+](=O)[O-])c1	-12%
CC1(C(=O)NC2CCCC2)CCC(=O)N1C1CCN(Cc2ccccc2)CC1 (configuration not stated)	-1%
Cc1ccc(NC(=O)N(C2=NCC(C)S2)c2ccccc2)cc1 (configuration not stated)	0%
CN(C)CCNc1nc(-c2ccccc2F)c2sccc2n1	-29%
CC(C)C[C@@H]1Cc2[nH]c(=S)[nH]c(=O)c2[C@H](C)O1	?
CC1(c2nnnn2-c2ccc3c(c2)OCCO3)CCC(=O)N1CCc1ccccc1F (configuration not stated)	?
CC1(C(=O)Nc2ccc3c(c2)OCO3)CCN1C(=O)Cc1cc(F)ccc1F (configuration not stated)	-24%
N#Cc1ccccc1S(=O)(=O)N1CCN(C(=O)CN(Cc2ccco2)Cc2cccs2)CC1	16µM*
COc1ccc(S(=O)(=O)N2CCC[C@H]2C(=O)N2CCC[C@H]2C(=O)N[C@@H](C)c2ccccc2)cc1C	?
COc1cc(OC)c(OC)cc1/C=C/c1ccc2ccccc2n1	14µM*
O=S(=O)(NCCCc1ccccc1)c1ccc(Br)cc1	?
Cc1cccc(C(=O)Oc2c(Sc3ccccc3)c(C)nn2C(C)(C)C)c1	23µM*
C=CCNC(=O)c1ccc(-c2nc3ccccc3nc2-c2ccccc2)cc1	?
CC1(c2nnnn2-c2ccc3c(c2)OCCO3)CCC(=O)N1CCc1c[nH]c2ccccc12 (configuration not stated)	?
CC(=O)Nc1ccc(S(=O)(=O)NN=Cc2ccc(Cl)c(Cl)c2)cc1	-28%
Cc1ccccc1CN1[C@H](C)[C@H](c2ccccc2)OCCS1(=O)=O	13µM*
O=C(Nc1ccc(N2CCCC2)c(Cl)c1)c1ccccc1F	?
C=CCOc1ccccc1CNn1c(C)n[nH]c1=S	-18%
COCCn1cnc2c1c(=O)n(CC(=O)NC1CCCCC1)c(=O)n2Cc1ccccc1	-8%
CCOc1ccc(S(=O)(=O)N2CCN(C(=O)c3oc4ccccc4c3C)CC2)cc1	-29%
COc1cccc(C(NC(C)=O)c2nc(-c3ccoc3)cs2)c1 (configuration not stated)	-3%
CN(C)CCN1CCN(C2CN(Cc3cn(Cc4cccc(Cl)c4)nn3)S(=O)(=O)C2)CC1 (configuration not stated)	-20%
CCCCCCSc1ccc(-c2nc3cnccn3c2NC2CCCCC2)cc1	?
COc1cccc(CNc2nc3cc(-c4cccc(OC)c4)sc3c(=O)n2C)c1	?
COc1ccc(Cl)cc1-c1cc(C(=O)NCc2ccccc2)[nH]n1	21µM*
COc1ccccc1Cc1c(C2CCCCC2)nc2ccc(Br)cn12	6.5µM*
O=C(C1CCCCC1)N1C[C@H](n2cc(C3CC3)nn2)[C@@H](O)C[C@@H]1c1ccc(Cl)cc1	-29%
N#Cc1ccc(C(=O)N2CCC3CC2c2cc(-c4ccc(F)cc4)ccc23)cc1 (configuration not stated)	?
Nc1nc(N)nc(-c2cccc([N+](=O)[O-])c2)n1	?
CC1(C(=O)Nc2ccc3c(c2)OCCO3)CCC(=O)N1C1CC1 (configuration not stated)	33%[activator]
COc1ccc([C@H]2CC(=O)C[C@@H](CCn3cc(C)nn3)O2)cc1	-14%
CC(=O)Nc1ccc(NC(=O)C(NC(=O)c2ccc(Cl)cc2)C(C)C)cc1 (configuration not stated)	18%
OCCNc1ncnc2c1ncn2[C@H]1CN(Cc2ccc3c(c2)OCO3)C[C@@H](CO)O1	0%
COC(=O)c1ccc(NC(=O)c2nc(SCc3ccccc3F)ncc2Cl)cc1	18µM*
CN[C@H]1C[C@H]2c3cc(N4CCN(C)CC4)ccc3CCN2C(=O)[C@H]1[C@H](C)O	-11%
CCCNC(=O)C1(C)CCN(C(=O)c2ccc3snnc3c2)C1 (configuration not stated)	-6%
Cc1cccc(C)c1NC(=O)C(c1cc2ccccc2o1)N1CCN(C)CC1 (configuration not stated)	-12%
CCCCNC(=O)C[C@@H]1C[C@@]2(C(=O)OC)CC(C)(C)CC=C2N(CCc2ccc(OC)c(OC)c2)C1=O	?
CC1(C(=O)Nc2ccc3c(c2)OCCO3)CN(S(C)(=O)=O)CC(=O)N1Cc1cccc(C(F)(F)F)c1 (configuration not stated)	-1%
CCN(c1ccc2c(c1)OCO2)S(=O)(=O)c1cc2c(cc1Br)CCN2C(=O)C1CC1	21µM*
COC(=O)[C@@]1(Sc2ccccc2)CC(=O)N[C@@H]1c1ccccc1	-22%
c1ccc(CNc2nc(NCc3cccs3)nc3ccsc23)cc1	12µM*
O=C(NCc1ccccc1Cl)c1csc([C@@H]2C[C@H](O)[C@@H](CO)O2)n1	-12%
Cc1cccc(C(=O)NCc2nc(-c3cccc(NC(=O)c4ccoc4C)c3)oc2C)n1	13µM*
CC(=O)OC[C@@H]1CN(Cc2ccccc2)C[C@H](n2cnc3c(Nc4ccccc4)ncnc32)O1	?

Entries listed so far that have a COOH group (3):
SMILES	TDP1 cell noCPT
CC(C)C(NC(=O)C1(NC(=O)OCc2ccccc2)CCCC1)C(=O)O (configuration not stated)	-10%
O=C(O)c1cc([N+](=O)[O-])ccc1-c1ccc([N+](=O)[O-])cc1C(=O)O	3%
O=C(O)C12C3CCC(O3)C1(C(=O)O)C1CCC2O1 (configuration not stated)	-3%

Additional results.
SMILES	TDP1 cell noCPT
COCCN(C(=O)CSc1nnc(-c2ccccc2F)o1)c1c(N)n(Cc2ccccc2)c(=O)[nH]c1=O	1%
Oc1c(C(Nc2cccnc2)c2ccc(C(F)(F)F)cc2)ccc2cccnc12 (configuration not stated)	8.9µM*
COC(=O)[C@]12CCCCC=C1N(Cc1ccc3c(c1)OCO3)C(=O)[C@H](CC(=O)NCc1cccc(C(F)(F)F)c1)C2	?
CC(C)C[C@H]1CNC(=O)C(=O)N1CC1CCN(CCc2ccc(-c3ccccc3)cc2)CC1	-18%
O=C(NCc1ccccc1Cl)[C@H]1CCCN1C(=O)[C@H]1CCCN1	-3%
Brc1cc(Br)c[n+](CCc2ccccc2)c1	14µM*
OC(c1cccnc1)c1ccc2c(c1)CN(Cc1cn(-c3ccccc3)nc1-c1ccccc1)CCO2 (configuration not stated)	?
COc1ccc(NC(=O)C[C@H]2C(=O)N(Cc3ccccc3)C[C@@H]2C)cc1	-27%
CCCCN1C[C@H](c2ccc(OC)cc2)[C@@H](CC(=O)Nc2ccc(Br)cc2)C1=O	?
Nc1nnc2cc(F)ccc2n1	-11%
CCCCCC(=O)N1C[C@H](n2cc(C3CC3)nn2)[C@@H](O)C[C@@H]1c1ccc(OC)cc1	-10%
CC(NC(=O)C1CCN(Cc2ccccc2)CC1)c1cccc2ccccc12 (configuration not stated)	?
CSc1ncnc2c1ncn2CCCNc1ccc(C)c(C)c1	21µM*
COc1ccccc1N1CCN(S(=O)(=O)CCNC(=O)/C=C/c2ccc3c(c2)OCO3)CC1	?
CC1CN(c2nc3ccccc3nc2SCC(=O)Nc2cccc(C(F)(F)F)c2)CC(C)O1 (configuration not stated)	26µM*
C[C@@H]1CN([C@@H](C)CO)C(=O)c2cc(Br)cnc2O[C@H]1CN(C)C(=O)Cc1cccnc1	10%
O=C(c1ccc(F)cc1)c1cccc(C(=O)c2ccc(F)cc2)n1	-4%
CC1=CNC(=O)CC(C)(C)C1	-2%
CC1=CC(=O)C(Sc2ccc(C)cc2)=CC1=O	1.6µM*

Copied from the list:
CSc1ncnc2c1ncn2CCCNc1ccc(C)c(C)c1 – TDP1 cell noCPT = 21µM*
C[C@@H]1CN([C@@H](C)CO)C(=O)c2cc(Br)cnc2O[C@H]1CN(C)C(=O)Cc1cccnc1 – TDP1 cell noCPT = 10%
CCCCCC(=O)N1C[C@H](n2cc(C3CC3)nn2)[C@@H](O)C[C@@H]1c1ccc(OC)cc1 – TDP1 cell noCPT = -10%
